# From PubChem BioAssay
# Mtb BioA inh: M. tuberculosis BioA enzyme inhibitors, primary screen, biochemical, plate reader, single point, HTS | 7,8-diaminopelargonic acid synthase BioA (Mycobacterium tuberculosis) | purified M. tuberculosis BioA enzyme | inhibition, % at 9.99 µM | actives 0.096% (n = 360,000); in the data active = inhibition above about 40%
# Active calls of the source: *. This is a subset (hit frequency here may not be typical).
Molecule | Mtb BioA inh
O=C(Nc1ccc2c(c1)[C@@H]1C[C@@H](CC(=O)N3CCc4ccccc4C3)O[C@H](CO)[C@@H]1O2)Nc1ccccc1F | -1.2
C/C=C/c1ccc([C@@H]2[C@@H](CNC(=O)CC)N(C(=O)COC)[C@H]2CO)cc1 | 3.7
O=C(C[C@H]1C[C@@H]2c3cc(NS(=O)(=O)c4ccc(F)cc4)ccc3O[C@@H]2[C@H](CO)O1)NCc1cccc(F)c1 | 1.1
C[C@@H]1CN([C@@H](C)CO)S(=O)(=O)c2ccc(C#CC3CCCCC3)cc2O[C@@H]1CN(C)C | -1.5
C[C@@H]1CN([C@@H](C)CO)C(=O)c2cc(-c3ccccc3)cnc2O[C@@H]1CN(C)C(=O)Cc1ccccn1 | -1.2
C[C@@H]1CN([C@@H](C)CO)C(=O)c2cc(NC(=O)CCC(F)(F)F)ccc2O[C@@H]1CN(C)S(C)(=O)=O | 0.4
COc1ccc(NC(=O)N(C)C[C@@H]2Oc3c(NC(=O)Nc4ccccc4)cccc3C(=O)N([C@H](C)CO)C[C@@H]2C)cc1 | 3.0
C[C@@H]1CN([C@@H](C)CO)S(=O)(=O)c2ccc(C#CCC3CCCC3)cc2O[C@H]1CN(C)C(=O)CC1CC1 | -2.5

# Carrying on:
Molecule | Mtb BioA inh
C[C@@H]1CCCCO[C@H](CN(C)S(=O)(=O)c2ccc(Cl)cc2)[C@@H](C)CN([C@H](C)CO)C(=O)c2cc(NC(=O)Nc3ccc4c(c3)OCO4)ccc2O1 | -3.1
CCCC#Cc1ccc2c(c1)O[C@@H](CN(C)Cc1ccccn1)[C@@H](C)CN([C@H](C)CO)S2(=O)=O | -0.4
COCC(=O)Nc1ccc2c(c1)C(=O)N(C)C[C@H](OC)[C@@H](C)CN[C@@H](C)CO2 | -2.9
CN1C(=O)c2cc(NS(=O)(=O)c3cccc(F)c3)ccc2OC[C@H]2O[C@H](CC(=O)N3CCc4ccccc4C3)CC[C@@H]21 | 0.9
C[C@@H]1CN([C@@H](C)CO)C(=O)c2cc(NC(=O)Nc3ccc4c(c3)OCO4)ccc2O[C@H]1CN(C)Cc1ccc(Cl)c(Cl)c1 | 2.1
C[C@H]1CN([C@@H](C)CO)S(=O)(=O)c2ccc(C#Cc3ccccc3F)cc2O[C@@H]1CN(C)C(=O)Cc1ccccc1 | 0.5
COc1cccc(-c2ccc3c(c2)[C@H]2[C@H](CCN2C(=O)Cc2ccccc2)[C@H](CO)N3)c1 | -3.7
Cc1ccc(S(=O)(=O)NCC[C@@H]2CC[C@H](NC(=O)c3cccc(F)c3)[C@H](CO)O2)cc1 | 3.2

# More records.
Molecule | Mtb BioA inh
CCNC(=O)C[C@H]1CC[C@@H]2[C@@H](COc3ccc(NC(=O)c4ccc5c(c4)OCO5)cc3C(=O)N2C)O1 | 2.3
Cc1ccc(S(=O)(=O)N(C)C[C@@H]2Oc3ccc(NC(=O)Cn4cnnn4)cc3CC(=O)N([C@H](C)CO)C[C@H]2C)cc1 | 2.3
CC=Cc1ccc2n(c1=O)C[C@@H]1[C@@H](CO)[C@H](C(=O)NCc3ccccc3)N(C)[C@H]21 (mixture of isomers) | 0.9
CC=Cc1ccc2n(c1=O)C[C@@H]1[C@@H](CO)[C@H](C(=O)OC)[C@H]2N1CC1CC1 (mixture of isomers) | -1.4
COc1ccc(S(=O)(=O)Nc2cccc3c2O[C@@H](CN(C)C(=O)Nc2c(C)noc2C)[C@H](C)CN([C@@H](C)CO)C3=O)cc1 | -2.6
O=C(Nc1ccccc1)N1CCCCN2[C@H](C1)[C@H](c1ccc(-c3ccccc3)cc1)[C@@H]2CO | -3.0
CCCNC(=O)C[C@H]1CC[C@H]2[C@@H](COc3ccc(NC(=O)Cc4ccccc4)cc3C(=O)N2C)O1 | -1.9
COc1cccc(CNC(=O)[C@H]2[C@H](CO)[C@H]3Cn4c(ccc(-c5cncnc5)c4=O)[C@@H]2N3C(C)=O)c1 | 0.5

# Next part:
Molecule | Mtb BioA inh
CC(C)NC(=O)N(C)C[C@H]1Oc2ncc(C#CC3CCCC3)cc2C(=O)N([C@H](C)CO)C[C@@H]1C | -2.5
C[C@H](CO)N1C[C@H](C)[C@H](CN(C)Cc2ccc(-c3ccccc3)cc2)Oc2c(NC(=O)c3cnccn3)cccc2C1=O | 1.1
COc1cccc(CNC(=O)[C@H]2[C@H](CO)[C@H]3Cn4c(ccc(-c5cncnc5)c4=O)[C@H]3N2C)c1 | -1.2
CCCNC(=O)C[C@@H]1CC[C@H]2[C@H](COc3ccc(NC(=O)c4cccc(OC)c4)cc3C(=O)N2C)O1 | 2.5
Cc1ccc(S(=O)(=O)N(C)C[C@H]2OCCCC[C@H](C)Oc3ccc(NC(=O)Nc4ccc(F)cc4)cc3C(=O)N([C@H](C)CO)C[C@@H]2C)cc1 | -1.1
C[C@@H]1CCCCO[C@@H](CN(C)S(=O)(=O)c2ccc(Cl)cc2)[C@H](C)CN([C@@H](C)CO)C(=O)c2cc(NC(=O)Nc3ccc(C(F)(F)F)cc3)ccc2O1 | -3.4
C[C@H](O)C#Cc1cnc2c(c1)C(=O)N([C@H](C)CO)C[C@H](C)[C@@H](CN(C)C(=O)c1ccccc1F)O2 | 0.9
Cc1noc(C)c1S(=O)(=O)Nc1ccc2c(c1)C(=O)N([C@@H](C)CO)C[C@@H](C)[C@H](CN(C)C(=O)CCC(F)(F)F)OCCCC[C@H](C)O2 | -0.5

# (cont.)
Molecule | Mtb BioA inh
C[C@@H]1CN([C@H](C)CO)C(=O)Cc2cc(N(C)C)ccc2O[C@@H]1CN(C)S(=O)(=O)c1ccccc1 | 0.5
C[C@H]1CN([C@@H](C)CO)C(=O)Cc2cc(NS(=O)(=O)c3cccs3)ccc2O[C@H]1CN(C)CC1CC1 | -1.6
C[C@H]1CN([C@@H](C)CO)C(=O)c2cccc(NC(=O)NC3CCCCC3)c2O[C@@H]1CN(C)Cc1ccc(Oc2ccccc2)cc1 | -2.2
C[C@@H]1CN([C@@H](C)CO)C(=O)c2cccc(NC(=O)CCCCCC(=O)Nc3ccccc3N)c2O[C@@H]1CN(C)Cc1ccc(C(F)(F)F)cc1 | 0.1
C[C@@H]1CN([C@H](C)CO)C(=O)c2cc(-c3cccnc3)cnc2O[C@H]1CN(C)C(=O)Nc1ccc(F)cc1 | -1.2
Cc1ccc(S(=O)(=O)N(C)C[C@@H]2Oc3ccc(NC(=O)Nc4ccccc4)cc3C(=O)N([C@H](C)CO)C[C@@H]2C)cc1 | -1.1
C[C@H](NC(=O)C[C@H]1C[C@H]2c3cc(NC(=O)C4CCC4)ccc3O[C@H]2[C@H](CO)O1)c1ccccc1 | -3.0
CN(C)CC(=O)N[C@@H]1CC[C@@H](CCNC(=O)Nc2ccc(F)cc2)O[C@H]1CO | -4.3

# The results go on.
Molecule | Mtb BioA inh
CC(C)C#Cc1ccc([C@H]2[C@@H](CO)N3CCCCN(CC4CC4)C[C@H]23)cc1 | 1.7
CCC(=O)N1[C@H](C(=O)NCc2ccc(F)cc2)[C@@H](CO)[C@@H]2Cn3c(cccc3=O)[C@@H]21 | 1.2
C[C@@H]1CCCCO[C@@H](CN(C)C(=O)Nc2ccccc2)[C@H](C)CN([C@H](C)CO)C(=O)c2cc(NC(=O)C3CCCCC3)ccc2O1 | -0.2
CNC[C@@H]1Oc2ccc(NS(=O)(=O)c3c(C)noc3C)cc2CC(=O)N([C@@H](C)CO)C[C@H]1C | 0.3
CS(=O)(=O)Nc1ccc2c(c1)[C@H]1C[C@H](CC(=O)NCc3ccccc3F)O[C@@H](CO)[C@H]1O2 | -2.8
C[C@@H]1CN([C@@H](C)CO)C(=O)c2cccc(NC(=O)c3cnccn3)c2O[C@H]1CN(C)Cc1ccc(Oc2ccccc2)cc1 | -0.1
CCCNC(=O)N1C[C@@H](O)COC[C@@H]2O[C@H](CC(=O)N3CCC(Cc4ccccc4)CC3)CC[C@H]21 | -0.7
O=C(N[C@@H]1C=C[C@H](CC(=O)N2CCOCC2)O[C@@H]1CO)c1ccccn1 | -0.4

# Additional entries
Molecule | Mtb BioA inh
O=C(c1cccc(F)c1)N1CCCCN2[C@H](C1)[C@@H](c1ccc(/C=C/c3ccccc3)cc1)[C@@H]2CO | -3.3
C[C@H]1CN([C@@H](C)CO)C(=O)c2cc(-c3cccc(C#N)c3)cnc2O[C@@H]1CN(C)C | 1.3
C[C@@H]1CN([C@H](C)CO)C(=O)c2cccc(NS(=O)(=O)c3ccc(F)cc3)c2O[C@@H]1CN(C)Cc1ccc(Cl)c(Cl)c1 | -0.1
C[C@@H]1CCCCO[C@H](CN(C)Cc2ccccc2)[C@@H](C)CN([C@@H](C)CO)C(=O)c2cc(NC(=O)CCC(F)(F)F)ccc2O1 | 2.5
COc1ccccc1S(=O)(=O)N(C)C[C@H]1OCc2ccccc2-c2c(n(C)c3ccccc23)C(=O)N([C@@H](C)CO)C[C@@H]1C | -2.8
CO[C@@H]1CN(C)C(=O)c2cc(NS(=O)(=O)c3ccccc3)ccc2OC[C@H](C)N(Cc2nccs2)C[C@@H]1C | 2.5
CN1[C@@H]2Cn3c(ccc(-c4ccc(F)cc4)c3=O)[C@H]1[C@@H](C(=O)NC1CCCCC1)[C@@H]2CO | -1.1
CN(C)C(=O)c1ccc(-c2ccc3c(c2)[C@@H]2[C@@H](CCN2C(=O)c2ccc4c(c2)OCO4)[C@H](CO)N3)cc1 | 17.7

# 2 of the compounds above, with each value named:
CCC(=O)N1[C@H](C(=O)NCc2ccc(F)cc2)[C@@H](CO)[C@@H]2Cn3c(cccc3=O)[C@@H]21
- Mtb BioA inh = 1.2

C[C@@H]1CCCCO[C@@H](CN(C)C(=O)Nc2ccccc2)[C@H](C)CN([C@H](C)CO)C(=O)c2cc(NC(=O)C3CCCCC3)ccc2O1
- Mtb BioA inh = -0.2

# Laid out differently: 4 of the compounds above
C[C@@H]1CN([C@H](C)CO)C(=O)c2cccc(NS(=O)(=O)c3ccc(F)cc3)c2O[C@@H]1CN(C)Cc1ccc(Cl)c(Cl)c1
  Mtb BioA inh: -0.1

CO[C@@H]1CN(C)C(=O)c2cc(NS(=O)(=O)c3ccccc3)ccc2OC[C@H](C)N(Cc2nccs2)C[C@@H]1C
  Mtb BioA inh: 2.5

C[C@H]1CN([C@@H](C)CO)C(=O)c2cc(-c3cccc(C#N)c3)cnc2O[C@@H]1CN(C)C
  Mtb BioA inh: 1.3

CN(C)C(=O)c1ccc(-c2ccc3c(c2)[C@@H]2[C@@H](CCN2C(=O)c2ccc4c(c2)OCO4)[C@H](CO)N3)cc1
  Mtb BioA inh: 17.7

# Next section.
Molecule | Mtb BioA inh
COc1ccccc1NC(=O)N(C)C[C@H]1Oc2ncc(C#CCC(C)C)cc2C(=O)N([C@@H](C)CO)C[C@@H]1C | 9.7
O=S(=O)(c1ccccc1F)N1CC[C@@H]2[C@H]1c1cc(-c3ccccc3F)ccc1N[C@@H]2CO | -0.6
C[C@@H]1CN([C@@H](C)CO)C(=O)c2cccc(NC(=O)c3ccncc3)c2O[C@H]1CN(C)S(=O)(=O)c1ccc(Cl)cc1 | -1.3
C[C@H](CO)N1C[C@H](C)[C@H](CN(C)C(=O)Nc2ccc(C(F)(F)F)cc2)Oc2ncc(/C=C/c3ccccc3)cc2C1=O | 2.4
COCC(=O)Nc1ccc2c(c1)C(=O)N(C)C[C@@H](OC)[C@H](C)CN(C(=O)c1cccnc1)[C@@H](C)CO2 | 5.2
C[C@H](CO)N1C[C@H](C)[C@@H](CN(C)C(=O)[C@@H]2CCCN2C)OCc2ccccc2-c2c(n(C)c3ccccc23)C1=O | -0.2
C[C@H]1CN([C@@H](C)CO)C(=O)Cc2cc(NS(=O)(=O)c3ccc(Cl)cc3)ccc2O[C@@H]1CN(C)Cc1ccccc1 | -1.0
N#C[C@@H]1[C@H](c2ccc(-c3cccc(F)c3)cc2)[C@H](CO)N1C(=O)CN1CCOCC1 | 1.7

# Additional compounds follow.
Molecule | Mtb BioA inh
Cc1noc(C)c1NC(=O)N1C[C@@H](O)COC[C@@H]2O[C@@H](CC(=O)NCC3CC3)CC[C@H]21 | -2.3
O=C(C[C@H]1C=C[C@H](NC(=O)c2cccc(F)c2)[C@H](CO)O1)NCCN1CCCC1 | -3.0
O=C(C[C@H]1C=C[C@@H](NC(=O)c2ccncc2)[C@@H](CO)O1)NCC1CCCCC1 | -2.9
C[C@H](CO)N1C[C@H](C)[C@H](CN(C)Cc2ccc(C(=O)O)cc2)OCCCC[C@H](C)Oc2ccc(NS(=O)(=O)c3ccc(Cl)cc3)cc2C1=O | 1.4
C[C@@H]1CN([C@H](C)CO)C(=O)Cc2cc(NC(=O)Cc3ccccc3)ccc2O[C@H]1CN(C)C(=O)Nc1ccc(F)cc1 | -5.1
COc1ccccc1NC(=O)Nc1ccc2c(c1)OC[C@@H](C)N(Cc1ccccc1Cl)C[C@@H](C)[C@H](OC)CN(C)C2=O | -3.3
O=C(C[C@H]1CC[C@@H]2[C@H](COC[C@@H](O)CN2C(=O)c2ccncc2)O1)NCc1ccc(-c2ccccc2)cc1 | 0.6
O=C(c1ccccn1)N1C[C@@H]2[C@H](c3ccccc31)[C@@H](CO)N2C(=O)Cc1ccccc1 | -2.9

# Next section:
Molecule | Mtb BioA inh
CCCC#Cc1cnc2c(c1)C(=O)N([C@@H](C)CO)C[C@@H](C)[C@H](CN(C)C(=O)C1CCC1)O2 | -0.3
COCC(=O)Nc1ccc2c(c1)C(=O)N(C)[C@@H]1CC[C@@H](CC(=O)NC3Cc4ccccc4C3)O[C@H]1CO2 | 8.8
O=C(C[C@H]1C[C@H]2c3cc(NC(=O)Nc4ccc(C(F)(F)F)cc4)ccc3O[C@H]2[C@H](CO)O1)NCc1cccnc1 | -0.9
COc1ccccc1CNC(=O)C[C@@H]1CC[C@@H](NC(=O)CC2CC2)[C@@H](CO)O1 | -0.7
CNC(=O)C[C@@H]1CC[C@H]2[C@H](COc3ccc(NC(=O)c4ccc(F)c(F)c4)cc3C(=O)N2C)O1 | 1.8
C[C@H]1CN([C@@H](C)CO)C(=O)c2cccc(NS(C)(=O)=O)c2O[C@@H]1CN(C)Cc1ccc(Cl)c(Cl)c1 | -2.2
CO[C@H]1CN(C)C(=O)c2cc(NS(=O)(=O)c3ccccc3)ccc2OC[C@H](C)N(Cc2ccccn2)C[C@@H]1C | 1.8
